PNC inhibitor – High Content Assay for Compounds that inhibit the Assembly of the Perinucleolar Compartment. activity change (PNC), negative = inhibition, % at 10 µM. PC3M PTB-GFP, PNC prevalence imaging, 16 h; stronger effect = lower value. AID 2417, 2010. actives 3.1% (n = 140,000);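 active = readout at or below -70, meaning at least 70% loss of cells showing the perinucleolar compartment, a nuclear body marking cancer cells; inconclusive = readout between -30 and a set limit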;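 note: plate controls were DMSO wells for no effect and camptothecin positive control wells for full effect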
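Compounds are pinned in duplicate onto adhered PC3M cells stably expressing GFP-tagged PTB and incubated 16 h at 37 C. Cells are then fixed, nuclei stained with Hoechst, and PNC-positive cells counted.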
15-hLO-2 inh – qHTS Assay for Inhibitors of 15-hLO-2 (15-human lipoxygenase 2); purified 15hLO-2, xylenol orange hydroperoxide absorbance; actives 0.56% (n = 110,000); AID 881, 2007; Potency, µM (series often up to 57.1 µM), for the others: top-dose activity change, negative = inhibition, actives largely listed as inhibitors; note: potency is the fitted concentration of half-maximal effect; nearly all actives have a fitted effect of over 60% in size; many of its hits are not listed in these tables
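Screening format was qHTS against 50 nM purified 15hLO-2 in Hepes pH 7.5 with detergent. Activity follows hydroperoxide formation from 45 uM arachidonic acid, measured as 573:405 nm absorbance ratio of the ferric-xylenol orange complex.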
IMPase cell inh – qHTS Assay for Identifying the Cell-Membrane Permeable IMPase Inhibitors; Inositol monophosphatase 1 (Rattus norvegicus), P97697; CHO-M1 cells, IP1 accumulation, HTRF TR-FRET ratio; inhibition (IP1 accumulation), % at 46.1 µM; 120,000 tested, under 10 active; AID 901, 2007; active = well fitted curve in the direction sought with a large enough effect in the signal ratio, not every such curve was filed as active; inconclusive = small, poorly fitted or top-dose-only effect, or a change in a side signal; inactive = no such curve, though single readings can be large or run the other way; the % refers to the signal ratio;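 note: cells stimulated with carbachol in lithium chloride buffer; plate controls were DMSO basal wells for no effect and reference inhibitor wells for full effect; higher means more IMPase inhibition seen as more IP1 and lower FRET ratio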
Target sequence (P97697 whole entry, looked up): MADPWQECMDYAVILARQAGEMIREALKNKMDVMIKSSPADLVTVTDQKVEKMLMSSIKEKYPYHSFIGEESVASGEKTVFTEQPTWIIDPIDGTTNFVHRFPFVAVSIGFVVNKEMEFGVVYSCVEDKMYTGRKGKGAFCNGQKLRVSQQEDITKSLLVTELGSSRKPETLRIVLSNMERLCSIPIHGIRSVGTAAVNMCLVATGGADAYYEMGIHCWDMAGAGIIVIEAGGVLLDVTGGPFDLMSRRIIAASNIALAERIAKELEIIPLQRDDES
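CHO-M1, 2000 cells/well, cultured 16–30 h; cpd up to 46 uM; carbachol (50 uM solution, stimulation buffer w/ 50 mM LiCl, pH 7.4), 30 min 37C; IP-One TR-FRET, 10 min RT; Ex 320/Em 665, 620; Hill-fit AC50.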
ALOX12 inhib – qHTS Assay for Inhibitors of 12-hLO (12-human lipoxygenase); Polyunsaturated fatty acid lipoxygenase ALOX12 (Homo sapiens), P18054; Potency, µM (highest dose often 57.1 µM), for the others: top-dose activity change, negative = inhibition, hits mostly inhibitors; actives 0.12% (n = 150,000); purified 12-hLO, xylenol orange hydroperoxide absorbance; note: potency is the fitted concentration of half-maximal effect; nearly all actives have a fitted effect of over 55% in size; many of its hits are not listed in these tables
Target sequence (P18054 whole entry, looked up): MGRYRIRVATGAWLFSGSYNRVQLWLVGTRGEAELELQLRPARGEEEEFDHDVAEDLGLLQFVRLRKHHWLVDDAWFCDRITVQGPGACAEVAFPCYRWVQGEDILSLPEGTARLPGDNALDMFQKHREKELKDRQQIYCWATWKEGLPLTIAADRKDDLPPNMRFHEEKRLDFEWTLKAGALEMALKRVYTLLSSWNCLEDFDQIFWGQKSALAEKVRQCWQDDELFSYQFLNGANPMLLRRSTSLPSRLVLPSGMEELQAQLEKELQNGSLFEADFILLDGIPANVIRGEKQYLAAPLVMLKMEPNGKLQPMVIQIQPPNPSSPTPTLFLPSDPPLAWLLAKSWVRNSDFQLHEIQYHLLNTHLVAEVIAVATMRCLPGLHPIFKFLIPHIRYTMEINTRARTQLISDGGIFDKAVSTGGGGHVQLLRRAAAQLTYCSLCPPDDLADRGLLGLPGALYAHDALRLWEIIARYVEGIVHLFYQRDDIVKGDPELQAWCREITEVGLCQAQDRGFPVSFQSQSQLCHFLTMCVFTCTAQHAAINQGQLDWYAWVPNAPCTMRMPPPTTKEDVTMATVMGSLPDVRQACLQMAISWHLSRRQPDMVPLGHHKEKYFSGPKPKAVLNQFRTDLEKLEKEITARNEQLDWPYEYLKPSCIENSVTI
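Purified human 12hLO (150 nM final) was preincubated with compounds for 15 min at room temperature in 25 mM Hepes pH 7.0, 0.01% Triton X-100, then reacted with 40 uM arachidonic acid for 30 min. Hydroperoxide was detected with ferrous iron/xylenol orange.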
Numbers without * were called inactive; ? = inconclusive; / = not tested or not shown; [ ] = another dose, or the depositor's remark. Unless noted, calls come from the whole dose curve; as a rule, active = well fitted curve in the direction sought with a large enough effect; inconclusive = small, poorly fitted or top-dose-only effect, or another doubt; inactive = no such curve, though single readings can be large; an effect the other way counts as inactive or inconclusive. Unless noted, % is set by controls: 0 for no effect and ±100 for the full control effect. An excerpt; rates above refer to the full screens.

SMILES	PNC inhibitor	15-hLO-2 inh	IMPase cell inh	ALOX12 inhib
O=C(c1ccncc1)N1CCC2(CC1)CCN(c1ccc(-c3ccccc3)cc1)CC2	/	0%	/	3%
COc1ccc(NC(=O)C(=O)NCCN2CCN(C(=O)C(c3ccccc3)c3ccccc3)CC2)cc1	19	4%	-4	8%
COc1ccc(NC(=O)N2CC[C@@]3(CCCN(C(C)=O)C3)C2)cc1	/	0%	/	0%
CCc1ccc(S(=O)(=O)NCc2cn3ccccc3n2)s1	31	2%	-2	9%
COc1ccc(OCCSc2nnc(CCNC(=O)c3ccc(OC)cc3)n2C)cc1	55	9%	0	-1%
COc1ccccc1/C=C/C=N\N1CCN(Cc2ccccc2Cl)CC1	11	/	/	-9%
CC(C)Cn1c(-c2ccc(Cl)cc2)cnc1SCC(=O)N1CCOCC1	26	2%	-1	-3%
CC1Cc2ccccc2N1C(=S)NC(=O)c1ccc(Cl)cc1Cl (stereo not given)	-1	/	11	-17%
Nc1nc(C2CC2)c(Sc2sc(N)nc2C2CC2)s1	?	/	10	-5%
CCC(Oc1ccccc1)C(=O)N1CCN(CC)CC1 (stereo not given)	21	3%	-2	-1%
O=C(CCc1ccccc1)NC(=S)Nc1cccc(Br)c1	-9	/	/	?
CCCNC(=O)Nc1ccc2c(c1)nc(C)n2C	-7	1%	1	-5%
CC(C)CC1NC(=O)N(CC(=O)N2CCN(S(=O)(=O)c3ccccc3)CC2)C1=O (stereo not given)	-23	-3%	11	2%
CCCc1[nH]nc2c1C(c1cccnc1)C(C#N)=C(N)O2 (stereo not given)	-21	4%	0	-11%
Cc1ccc(OCC(=O)Nc2ccc(O)c(-c3nc4ccccc4o3)c2)cc1	27	?	1	-1%
COCCn1c(=S)[nH]c2cc(C(=O)NC(C)C)ccc2c1=O	28	11%	2	-1%
CN(c1ccccc1)S(=O)(=O)c1ccc(Cl)c(C(=O)NCCc2c[nH]c3ccccc23)c1	-84*	/	/	0%
COC(=O)c1ccccc1NC(=O)C1CCN(S(=O)(=O)c2cc(C)ccc2OC)CC1	23	-3%	10	-4%
CCCn1c(SCc2nc(-c3cccs3)no2)nnc1-c1ccncc1	?	6%	-3	3%
CCOc1ccc(/C=C/C(=O)c2cccs2)cc1	/	-5%	3	-4%
CCC(=O)Nc1c(S(=O)(=O)c2ccccc2)c2nc3ccccc3nc2n1C(C)c1ccccc1 (stereo not given)	-11	/	/	-5%
CC(=O)Nc1nc(=O)c2ccccc2s1	15	2%	1	-11%
Cn1c(=O)[nH]c(=O)c2c1nc(CN1CCOCC1)n2CCCc1ccccc1	?	-1%	-6	0%
COCCn1c(SCC(=O)Nc2nnc(C)s2)nnc1-c1cc2ccccc2cc1O	-91*	-12%	6	-13%
O=C(O)CCC(=O)Nc1ccc(N2CCCCCC2)cc1	16	-2%	35[activator]	-17%
CCOC(=O)Cc1cnc(NC(=O)Cn2nnc(-c3ccc(OCC)cc3)n2)s1	5	11%	?	0%
CCOc1ccc(C(=O)CN2CCN(S(=O)(=O)c3ccc(Br)cc3)CC2)cc1	7	7%	0	-16%
O=S(=O)(c1cccc2ccccc12)n1nnc2ccccc21	3	5%	5	3%
Cc1ccc(Cl)c(NC(=O)COC(=O)CNS(=O)(=O)/C=C/c2ccccc2)c1Cl	?	/	/	4%
Cc1ccc(-n2c(N)c(C(=O)Nc3c(C)n(C)n(-c4ccccc4)c3=O)c3nc4ccccc4nc32)cc1C	-4	/	7	0%
Cc1ccc(S(=O)(=O)n2ccnc2)cc1C	38	4%	6	2%
Cc1cc(C)n(-c2nc3ccccc3n3cnnc23)n1	-22	3%	-1	-1%
COc1ccc(C2CC(C(F)(F)F)n3ncc(C(=O)O)c3N2)cc1OC (stereo not given)	27	0%	-8	-2%
Cc1c(N2C(=O)c3cccc4cccc(c34)C2=O)c(=O)n(-c2ccccc2)n1C	-27	8%	10	-5%
Cc1ccc(-n2c(=S)[nH]c3nc4c(cc3c2=O)COC(C)(C)C4)cc1	-20	/	/	-3%
C/C(CC(=O)Nc1ccc(Cl)cc1Cl)=N\NC(N)=S	?	?	-4	?
COc1cccc(/C(C)=N/NC(=O)c2cc(-c3cccnc3)nc3ccccc23)c1	?	/	-2	2%
COc1ccc(Cn2nnnc2C(c2ccccn2)N2CCN(c3cc(Cl)ccc3C)CC2)cc1 (stereo not given)	1	11%	8	-12%
Cc1nn2cc(-c3ccccc3)nc2[nH]c1=O	?	-4%	?	-4%
N#Cc1nc(-c2ccc(OCc3ccccc3)cc2)oc1NCCN1CCOCC1	-26	43%[activator]	-3	-6%
C=CCCC1(C)C(=O)N(c2ccccc2)c2ccccc21 (stereo not given)	23	/	/	-2%
O=C1N/C(=N/N=C/c2ccccc2)SC1(c1ccccc1)c1ccccc1	-26	5%	-8	1%
O=C1CCc2cc(S(=O)(=O)NC(C(=O)NCc3cccnc3)c3ccccc3)ccc2N1 (stereo not given)	7	-1%	-5	-1%
Cc1cc(-c2ccccc2)nc(N(C)NC(=O)c2c(F)cccc2F)c1S(C)(=O)=O	-8	-11%	14	3%
O=S(=O)(c1ccc(Br)s1)N1CCCCC1	0	1%[2.29 µM]	-3	0%
CC(C)(C)NS(=O)(=O)c1ccc(Oc2ncc(C(F)(F)F)cc2Cl)cc1	16	5%[11.4 µM]	3[1.84 µM]	2%
CCn1cc(C(=O)N2CCCCC2)c(=O)c2cc(S(=O)(=O)N3CCC(C)CC3)ccc21	-5	5%	-4	-4%
CC(C)CN(C(=O)CN1CCN(c2ccccc2F)CC1)c1c(N)n(CC(C)C)c(=O)[nH]c1=O	-21	/	/	-3%
Cc1ccc(-c2nc3ccccc3[nH]2)cc1NC(=O)c1sc2cc(Cl)ccc2c1Cl	?	/	?	-5%
CCOC(=O)c1noc(C)c1C(=O)Nc1cccc(F)c1	-24	2%[11.4 µM]	-2[1.84 µM]	-2%
CCC(Sc1nc(-c2ccccc2)c(C#N)c(=O)[nH]1)C(=O)Nc1nnc(C)s1 (stereo not given)	?	-4%	?	3%
O=C(NCc1ccco1)c1cccc(S(=O)(=O)N2CCOCC2)c1	?	-1%	7	0%
Nc1nc(=S)[nH]c2c1C1(CCCC1)Cc1ccccc1-2	22	?	-12	-15%
COC(=O)c1ccc(Cn2nc(C)c(Br)c2C)cc1	2	1%	9	-3%
Cc1ccc2c(c1)[C@@H]1CN(C)CC[C@@H]1N2S(=O)(=O)c1ccc(F)cc1	55	2%	3	3%
COc1ccc(NC(=O)CCc2c(C)nc3nc(C)nn3c2C)cc1	?	-6%	-1	-6%
COC(=O)c1cc(Br)c(=O)n(-c2cccc(F)c2)c1	13	-5%	-9	3%
Cc1ccc(N(CC(O)Cn2nc(C)cc2C)S(=O)(=O)c2ccc3ccccc3c2)cc1 (stereo not given)	?	/	/	-2%
Cc1cc(C=C2C(=O)c3ccccc3C2=O)c(C)n1C	3	/	17	2%
Cc1nc(CNS(=O)(=O)c2ccccc2F)cs1	33	/	/	5%

Remaining list, next part
SMILES	PNC inhibitor	15-hLO-2 inh	IMPase cell inh	ALOX12 inhib
Cc1cc(C)nc(N/N=C/C2=C(N3CCOCC3)C(=C\c3ccc(Cl)cc3)/CC2)n1	28	/	/	-16%
CCOC(=O)c1sc(Nc2cccc(C)c2C)nc1C	66	/	16	1%
CCOC(=O)N1CCN(c2c(NCCCN3CCCC(C)C3)c(=O)c2=O)CC1 (stereo not given)	-9	5%	4	0%
O=c1ccn(-c2cccc(C(F)(F)F)c2)nc1-c1ccn(-c2cccc(Cl)c2)n1	29	12%	-6	-10%
CCOC(=O)C(NC(=O)Nc1ccc(F)cc1)(OCC)C(F)(F)F (stereo not given)	?	4%	-2	5%
COC(=O)Nc1ncc(CN2CCc3ccccc3C2)s1	6	3%	8	-3%
CCc1nnc(NC(=O)CSc2nc3cc4c(cc3cc2CC)OCCO4)s1	3	-3%[11.4 µM]	6[1.84 µM]	4%
O=C(COc1ncnc2sccc12)N1CCc2ccccc2C1	8	4%	4	-3%
C/C(=N\NC(=O)c1ccc(NS(=O)(=O)c2cccs2)cc1)c1ccc(Cl)cc1	-89*	/	/	2%
O=C(Nc1cccnc1Cl)C1c2ccccc2Oc2ccccc21	14	-3%	3	-3%
C=C(C)CSc1nc2ncc(Cl)cc2[nH]1	24	0%	1	2%
Cc1ccc(N=C2CCCCCN2C)c(C#N)c1	56	/	2	6%
O=C(NCC(=O)N(Cc1cccs1)C(C(=O)NC1CCCCC1)c1cccnc1)c1ccco1 (stereo not given)	10	/	5	3%
COc1ccc(OCC(=O)NC(=S)N2CCCc3ccccc32)cc1	?	?	4	6%
CCCOC(=O)C1C2C=CC3(CN(c4cccc(Cl)c4)C(=O)C13)O2 (stereo not given)	-13	/	5	1%
CCOC(=O)c1c(N)nn(C(=O)CC)c1-c1ccccc1	-100*	/	4	3%
O=C(Cc1ccccc1)N1CCCC(c2nc(-c3cccs3)no2)C1 (stereo not given)	0	-3%	4	-2%
CCC(=O)Nc1ccc(C(=O)NNC(=O)C(c2ccccc2)c2ccccc2)cc1	25	/	/	-3%
S=C(Nc1ccccc1)Nc1cc(Cl)ccc1Oc1ccccc1	3	?	7	-19%
O=C1C2C3C=CC(C3)C2C(=O)N1c1ccc(Cc2ccncc2)cc1 (stereo not given)	?	-5%	-8	4%
CCOC(=O)N1CCC(N2Cc3cccc(C(=O)Nc4ccc(CC)cc4)c3C2=O)CC1	-108*	3%	1	0%
Cc1nn(C)c(C)c1N=Cc1c(O)ccc2ccccc12	-18	-2%	8	-3%
C=C(Cl)COC(=O)[C@H]1C2C=CC(C2)C1C(=O)O (stereo not given in full)	-29	4%	-6	3%
CC1CCCC(C)N1C(=O)C1CCCCC1 (stereo not given)	?	/	/	1%
Cc1nc2nc(-c3ccco3)[nH]n2c(=O)c1C	15	7%	9	10%
C/C(=N\NC(=O)CC1N=C(Cc2ccccc2)NNC1=O)c1ccc(Cl)cc1Cl (stereo not given)	20	-2%	?	-19%
O=C(CSc1nc2ccccc2[nH]1)N=Nc1c(O)[nH]c2ccccc12	10	/	13	-2%
CCn1c2ccccc2c2nnc(SCC(=O)NC(CC(C)C)C(=O)OC)nc21 (stereo not given)	27	-8%	2	-5%
CC/C(=N/Nc1ccccc1Cl)c1cnnc(-c2ccccc2)n1	290	/	-8	3%
